Screens from PubChem BioAssay.
KDM5B inh: KDM5B demethylase inhibition; Q9UGL1; Potency, µM (top dose mostly 57.7 µM), inactives show top-dose activity change, negative = inhibition, most hits filed as inhibitors; 2.6% of 220,000 active; KDM5B demethylase, FDH-coupled NADH fluorescence (FDH is formaldehyde dehydrogenase); active means well fitted inhibition curve with a large enough effect; inconclusive means small, poorly fitted or top-dose-only effect; inactive means no such curve, though single readings can be large or run the other way; further: 0% is about no effect; nearly all actives have a fitted effect of over 70% in size
Target sequence (Q9UGL1 whole entry, looked up): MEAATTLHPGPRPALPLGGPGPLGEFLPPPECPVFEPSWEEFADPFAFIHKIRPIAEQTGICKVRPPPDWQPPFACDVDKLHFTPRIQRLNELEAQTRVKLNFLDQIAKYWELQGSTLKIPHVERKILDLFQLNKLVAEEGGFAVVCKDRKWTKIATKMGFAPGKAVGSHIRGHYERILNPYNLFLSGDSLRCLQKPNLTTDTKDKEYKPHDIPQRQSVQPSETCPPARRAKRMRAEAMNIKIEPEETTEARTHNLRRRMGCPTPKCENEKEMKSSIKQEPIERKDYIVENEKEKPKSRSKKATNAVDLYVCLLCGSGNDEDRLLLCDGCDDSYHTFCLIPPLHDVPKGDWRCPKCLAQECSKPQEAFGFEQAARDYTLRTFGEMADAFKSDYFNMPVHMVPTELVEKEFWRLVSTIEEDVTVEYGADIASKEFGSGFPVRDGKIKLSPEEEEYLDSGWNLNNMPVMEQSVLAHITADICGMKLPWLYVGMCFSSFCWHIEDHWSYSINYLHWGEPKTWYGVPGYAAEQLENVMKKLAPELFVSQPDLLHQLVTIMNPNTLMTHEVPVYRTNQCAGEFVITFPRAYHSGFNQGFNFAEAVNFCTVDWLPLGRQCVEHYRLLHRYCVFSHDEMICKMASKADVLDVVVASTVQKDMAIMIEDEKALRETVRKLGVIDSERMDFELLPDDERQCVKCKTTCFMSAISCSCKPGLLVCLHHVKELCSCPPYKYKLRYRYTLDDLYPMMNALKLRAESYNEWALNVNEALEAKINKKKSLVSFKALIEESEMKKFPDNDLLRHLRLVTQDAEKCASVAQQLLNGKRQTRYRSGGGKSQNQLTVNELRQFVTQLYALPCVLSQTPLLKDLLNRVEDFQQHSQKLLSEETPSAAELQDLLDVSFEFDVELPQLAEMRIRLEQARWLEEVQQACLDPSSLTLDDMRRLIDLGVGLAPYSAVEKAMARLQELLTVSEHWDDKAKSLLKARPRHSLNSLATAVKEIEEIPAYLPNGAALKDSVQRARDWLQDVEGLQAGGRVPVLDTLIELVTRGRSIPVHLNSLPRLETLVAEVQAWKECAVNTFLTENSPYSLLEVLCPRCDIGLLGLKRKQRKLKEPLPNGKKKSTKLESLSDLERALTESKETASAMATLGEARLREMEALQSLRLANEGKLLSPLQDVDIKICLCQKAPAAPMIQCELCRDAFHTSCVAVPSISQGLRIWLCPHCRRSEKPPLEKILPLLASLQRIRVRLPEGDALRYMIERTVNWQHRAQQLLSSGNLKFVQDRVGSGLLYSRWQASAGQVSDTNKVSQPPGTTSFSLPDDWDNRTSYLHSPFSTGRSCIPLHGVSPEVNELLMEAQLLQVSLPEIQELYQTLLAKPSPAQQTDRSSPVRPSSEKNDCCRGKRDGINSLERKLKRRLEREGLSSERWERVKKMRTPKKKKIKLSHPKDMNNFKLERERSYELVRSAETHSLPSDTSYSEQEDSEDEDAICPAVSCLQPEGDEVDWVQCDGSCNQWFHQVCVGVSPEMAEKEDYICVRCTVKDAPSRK
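Coupled FDH/NAD⁺ fluorescence readout. KDM5BΔAP 200 nM final; compound titration, 10 min RT preincubation; substrate mix 12.5 µM H3K4me3, 25 µM 2-OG, 50 µM Fe(II), 100 µM ascorbate, 0.25 mM NAD⁺, 0.25 U/mL FDH; ΔRFU over 30 min.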
The depositor's hits bear a star; i = inactive; u = inconclusive; [ ] = another dose, or the depositor's remark. Potency means the concentration at half of the fitted maximal effect. The list is partial. The share of hits here may be higher or lower than overall.

SMILES	KDM5B inh
COCCc1noc(-c2ccccc2OC2CN(C(=O)Nc3ccccc3)C2)n1	-5%
CCCCC(=O)NC1CCN(c2cn[nH]c(=O)c2)CC1	14%
COc1cc(OC)c(NC(=O)Cn2c(=O)c(C(F)(F)F)nc3ccccc32)cc1Cl	-10%
O=C(c1ccc(CSc2nc3ccncc3n2Cc2cccc(F)c2)cc1)N1CCCCCC1	-10%
O=C(Cc1c[nH]c2ccccc12)NC1CCCCCC1	-14%
CCC1Oc2ccc(NC(=O)C3CCCC3)cc2CN(Cc2ccc(F)cc2Cl)C1=O (stereo not given)	-5%
OCCN(CC#CC(O)(c1ccccc1)c1ccccc1)CCO	10%
Cc1ccc(-c2cc(C)c(C)cc2C)nc1	21%
CCCn1c2ccccc2c2cnn(CC(=O)NCCOC)c(=O)c21	u
CC(C)NC(=O)C(=O)Nc1ccc2c(c1)N(C)C(=O)CO2	-10%

Arranged by length of the SMILES (ascending): three of the compounds above
SMILES	KDM5B inh
Cc1ccc(-c2cc(C)c(C)cc2C)nc1	21%
O=C(Cc1c[nH]c2ccccc12)NC1CCCCCC1	-14%
CCCCC(=O)NC1CCN(c2cn[nH]c(=O)c2)CC1	14%

Sorted by value in KDM5B inh (high to low): 4 of the compounds above
SMILES	KDM5B inh
Cc1ccc(-c2cc(C)c(C)cc2C)nc1	21%
CCCCC(=O)NC1CCN(c2cn[nH]c(=O)c2)CC1	14%
CC(C)NC(=O)C(=O)Nc1ccc2c(c1)N(C)C(=O)CO2	-10%
O=C(Cc1c[nH]c2ccccc12)NC1CCCCCC1	-14%

Next part:
SMILES	KDM5B inh
CCNC(=O)COc1ncnc2c(Cl)cc(Cl)cc12	15%
Cc1nc2c(c(C)c1CCC(=O)NCc1ccccc1)c(=O)n(C)c(=O)n2C	-27%
COc1ccc(NC(=O)CCCN2C(=O)CCn3nc(-c4cn(C)c5ccccc45)cc32)cc1	-11%
COCCN1C(=O)c2cccn2CC1CNC(=O)Nc1ccc2c(c1)OCCO2 (stereo not given)	27%
Fc1ccc(C2Cn3cnc(-c4nc(-c5cccs5)no4)c3CO2)cc1 (stereo not given)	-7%
OCC1(Cc2cccc(Cl)c2)CCCN(Cc2cnn(-c3ccccc3)c2)C1 (stereo not given)	-5%
O=C(NC1CCCCC1)[C@@H]1Cc2nc[nH]c2CN1Cc1cc2ccccc2o1	u
CN1CC(=O)N(C2CCCNCC2)Cc2c1ncnc2N1CCOCC1 (stereo not given)	u
CCOc1ccc(C(=O)Nc2ccc3oc(-c4ccc(C)cc4C)nc3c2)cc1Br	-96%
COc1ccc(OC)c(NC(=O)c2ncoc2-c2ccc(C)o2)c1	u
Cc1cc(CS(=O)(=O)CC(=O)NC2CCCCCC2)no1	18%
COc1ccc(NC(=O)CC2Nc3ccccc3NC2=O)cc1 (stereo not given)	u
Cc1ccc(C)c(-c2csc(Nc3ccc(S(=O)(=O)Nc4nc(C)cc(C)n4)cc3)n2)c1	u
Cc1cnc(C(=O)N2CCN(C(=O)N3CC4CC(C3)[C@H]3CCCC(=O)N3C4)CC2)cn1 (stereo not given in full)	9%
Cc1noc([C@H]2CCN(C(=O)COc3ccccc3)C[C@H]2NC(=O)C2CC2)n1	-13%
CC(C)(C)c1ccccc1NC(=O)CCc1c[nH]c2ccccc12	12%
Cc1c(C)n(C)c2ccc(C(=O)NCc3cccc(F)c3)cc12	u
CCn1c(Cn2ccc3ccccc3c2=O)nnc1C1CC(N)C1 (stereo not given)	-18%
CN1C(=O)C(c2ccccc2)CC12CCN(C(=O)c1ccc(F)cc1F)CC2 (stereo not given)	19%
Cc1cc(Cl)ccc1OCc1cc(=O)n2c3c(sc2n1)CCCC3	0%
COc1ccc(C(=O)N[C@@H](Cc2ccccc2)C(=O)N2CCCOCCNC(=O)CC2)cc1	16%
O=C(CNC(c1ccccc1)(c1ccccc1)c1ccccc1)c1c[nH]c2ccccc12	-9%
CC(C)CNC(=O)CN1CCN(c2cccc(Cl)c2C#N)CC1	30%[activator]
Cc1cccn2c(CNC3CCC4(CCNCC4)CC3)cnc12	u
Cc1ccc(CN2C(=O)C3(c4ccccc42)N(c2cccc(C(F)(F)F)c2)C(=O)CS3(=O)=O)cc1 (stereo not given)	-7%
COc1cc2nc(NCC(C)c3ccccc3)n3nc(-c4ccccc4)nc3c2cc1OC (stereo not given)	-43%
CCc1ccc(OCCCn2c(-c3ccc(Cl)cc3)nc3ccccc3c2=O)cc1	-30%
COCc1cc(=O)n(CC(=O)N2CCN(c3ccc(F)cc3)CC2)c(N2CCOCC2)n1	-8%
CCOC(=O)c1sc2cccc(F)c2c1S(=O)(=O)N1CCN(c2cccc(Cl)c2)CC1	u
Cc1ccc(SCc2cc(=O)[nH]c(N3CCN(c4cccc(C(F)(F)F)c4)CC3)n2)cc1	6%
CN(Cc1ccccc1)C(=O)c1ccc2c(c1)NC(C)(CNCc1ccccc1)CO2 (stereo not given)	u
O=c1oc2c(CN3CCN(CCO)CC3)c(O)ccc2cc1-c1ccccn1	u
Cn1cnc(S(=O)(=O)N2CCC(c3noc(-c4cnccn4)n3)C2)c1 (stereo not given)	16%
CCOc1ccc(NC(=O)N2CCC3(CC2)c2cccn2-c2ccc(C)cc2N3CC)cc1	13%
COC(=O)CN1C(=O)[C@@H]2C[C@@H](O)CN2C2(CN(Cc3ccc(OC)cc3)C2)C1=O	-17%[86.2 µM]
COCc1ncc(C)n1CCNC(=O)Nc1ccc(C)c(C)c1	-18%
CCOC(=O)c1cn[nH]c1S(=O)(=O)N1CCCC1	-7%
CCOC(=O)N1CCC(NC(=O)c2ccc3c(c2)N(Cc2ccc(Cl)cc2)C(=O)c2ccccc2S3=O)CC1 (stereo not given)	6%
Cc1noc([C@H]2CCN(CC3CC3)C[C@H]2NC(=O)C2CC2)n1	-19%
Cc1cc(CNC(=O)C2(C(N)=O)CC2)c2[nH]c(-c3ccccc3)c(C)c2c1	28µM*
CCOc1ccc(-n2cc(-c3ccccc3)c3c(NCC4CCCO4)ncnc32)cc1 (stereo not given)	-24%
O=C1CC(N2CCOCC2)=NN1c1ccc([N+](=O)[O-])cc1	-39%
CN(CC1CCOCC1)C(=O)c1cccc(F)c1	-14%
CCCC(=O)N1Cc2ccccc2CC2(CCCCN2Cc2ccccn2)C1 (stereo not given)	u
CCC1CCC2(CC1)NC(=O)N(Cc1coc(-c3ccc(C)cc3)n1)C2=O (stereo not given)	-11%
COC[C@@H]1[C@H](C(=O)N2CCc3ccccc32)CCC(=O)N1C	u
Cc1cc(NC(=O)c2cc([N+](=O)[O-])cc([N+](=O)[O-])c2)no1	25%
N#Cc1ccc(C(=O)NC(c2cccs2)C2CCCC2)cc1 (stereo not given)	23%
O=C(NCc1cc(=O)n2nc(-c3ccccc3)sc2n1)Nc1ccccc1	9%
CC(C)NC(=O)NNC(=O)c1nn(-c2ccc(F)cc2)ccc1=O	u
The list goes on.
SMILES	KDM5B inh
CCC(=O)Nc1ccc(C2(C(=O)NC3CC3)CCCCC2)cc1	17%
CCN1CCN(c2ccc(NC(=O)c3cnc4ccccc4n3)cc2)CC1	12%
Cn1nnnc1SCCCNCc1ccc(-c2cccc(Cl)c2)o1	-19%
CCN(CC)CCN1c2ccccc2Sc2ccc3ccccc3c21	9%
C/C(=N\NC(=S)NCc1ccccc1)C(C)C	5%
N#Cc1ccc(S(=O)(=O)N2CCCCCCNC(=O)[C@@H]3CCC[C@@H]32)cc1	-8%
COc1cccc(Cn2cc(COC(=O)NCCc3ccccc3)nn2)c1	28%
COc1ccc(CNC(=O)C2CCN(C(=O)c3ncn4c3COC(c3ccc(C)cc3)C4)CC2)cc1 (stereo not given)	0%
COCCN1CCCCCC(O)c2cc(C(=O)Nc3cc(C)ccc3OC)ccc21 (stereo not given)	u
COc1ccc(O[C@H]2COCCN(C(=O)c3cccnc3)C2)cc1	-9%[86.2 µM]
CC(C#N)CN(C)C(=O)Cc1coc(-c2ccccc2)n1 (stereo not given)	10%
c1cc(CNC2CC2)c2cc[nH]c2c1	u
COCCNC(=O)CCc1ncc(-c2ccc(C)c(C)c2)o1	15%
COc1ccccc1CNC(=O)c1sc(-c2ccc(OC)c(OC)c2)nc1C	i
CN(Cc1nccn1C)C(=O)C1CCC(=O)N(CCc2ccccn2)C1 (stereo not given)	9%
O=C(O)CCCC(=O)N1CCN2C(=O)c3cc(-c4ccco4)ccc3NC(=O)[C@@H]2C1	40µM*
CN(CCc1ccccn1)[C@@H]1[C@H](O)[C@H](CO)O[C@@H]1CNC(=O)Nc1ccc(OC(F)(F)F)cc1	u
CC(Cc1ccc(Br)cc1)NC(=O)C1CC2CCC1C2 (stereo not given)	-4%
CC(C)Oc1ccc2c(NC(=O)C3CCOC3)nn(CC(F)(F)F)c2c1 (stereo not given)	5%
CC(C)CC(=O)N1CCN(c2ccc(NC(=O)C3(c4ccccc4)CCCC3)cc2)CC1	2%
Cn1c(NCc2cccc(Cl)c2)nc2ccccc21	-16%
O=C(NC(=S)N1CCN(C/C=C/c2ccccc2)CC1)c1ccc(F)cc1	21%
CC(C)(C)c1nnc2n1C(C(=O)N1CCCC1)CC2 (stereo not given)	10%[149 µM]
O=C(Nc1ccc(NC(=O)c2ccc3c(c2)OCCO3)cc1)c1ccccc1	-16%
COc1ccc(C(=O)N[C@@H]2CCC[C@@H]2C(=O)NC2CCN(C)CC2)cc1	14%
O=C(c1cccnc1)N1CCC2(CC1)CC(OCC1CC1)CCO2 (stereo not given)	18%
COc1cccc(NC(=O)Cn2cccc2-c2nc(-c3ccc(OC)c(F)c3)no2)c1	0%
CCOc1ccc(C(=O)Nc2nnc(SCc3cc(=O)c4cc(C)ccc4[nH]3)s2)cc1	u
Cc1ccc2[nH]c3c(c2c1)CCCC3NC(N)=O (stereo not given)	u
Cc1ccc(C)c(CN2C(=O)c3ccccc3S(=O)c3ccc(C(=O)N4CCCCC4)cc32)c1 (stereo not given)	-24%

Part of the list above, in CSV form:
Molecule,KDM5B inh
COc1ccc(C(=O)N[C@@H]2CCC[C@@H]2C(=O)NC2CCN(C)CC2)cc1,14%
O=C(c1cccnc1)N1CCC2(CC1)CC(OCC1CC1)CCO2 (stereo not given),18%
COc1cccc(NC(=O)Cn2cccc2-c2nc(-c3ccc(OC)c(F)c3)no2)c1,0%

Other results:
SMILES	KDM5B inh
Cc1nnc2n1CCC(N(C)C(=O)CCc1c[nH]c3ccccc13)CC2 (stereo not given)	-16%
COc1ccc(Cl)cc1C(=O)N1CCC2(CC1)NC(=O)N(c1ccccc1Cl)N2	20%
CCN1CCN(c2cc(C)c3cc(NC(=O)c4ccccc4F)ccc3n2)CC1	-2%
O=C(c1cc(-c2ccccc2)on1)N1CCSCC1	17%
Cc1ccc(NS(=O)(=O)c2ccc(NC(C)c3ccc(C)o3)c([N+](=O)[O-])c2)c(C)c1 (stereo not given)	1%
CCN(C1CCOCC1)C1CN(C(=O)c2ccco2)C1	-16%
CN(C)C(=O)c1ccc(-c2ccc(N3CCCCCC3)nc2)cc1	28µM*
COC[C@H]1CCCN1Cc1nc(C2(O)CCN(C3CCN(C)CC3)CC2)cs1	-7%[86.2 µM]
O=C(Cc1cccc(F)c1)N1C[C@@H](CO)[C@H](c2ccccn2)C1	5%
CCC(=O)N1CCc2cc(S(=O)(=O)NCCC(=O)Nc3ccc(N(CC)CC)cc3C)ccc21	-29%
COc1cccc(CNC(=O)C2CCc3sc(C(=O)N(C)C)cc3C2)c1 (stereo not given)	-16%
COc1ccc(C2Cn3nnc(-c4noc(CCc5ccccc5)n4)c3CO2)cc1 (stereo not given)	-6%
COc1ccc(NC(=O)c2cc(-c3ccccn3)nc3c(C)cc(C)cc23)c(C)c1	-12%
CCCCCCCc1ccc(-c2nnc(-c3ccc(Br)cc3)o2)cc1	29%
O=C(NC1CCCCC1)C1CCc2ncc(-c3ccsc3)n2C1 (stereo not given)	u
O=C(Cn1ccc(=O)[nH]c1=O)N1CCN(Cc2ccccc2)CC(O)C1 (stereo not given)	-18%
CC(=O)Nc1ccc(NC(=O)Cn2nc3nc(Nc4ccccc4)ccn3c2=O)cc1	7%
COc1ccc(C(=O)N2CCC3(CC2)NCCc2c3[nH]c3ccccc23)cc1F	-32%
O=C(Nc1ccc(-c2nnc3n2CCCC3)cc1)c1ccn[nH]1	31%
COc1c(C2CC(=O)Nc3c2ncn3-c2cccc(C(F)(F)F)c2)cc2c(c1OC)OCO2 (stereo not given)	168%[activator]
CC(C)CC(NC(=O)c1cc2ccccc2s1)C(=O)O (stereo not given)	-1%
Cc1ccccc1C1=NN(S(=O)(=O)c2ccc(F)cc2)C(c2ccc3nccnc3c2)C1 (stereo not given)	16%
N#Cc1ccc(N2CCN(C(=O)CNC(N)=O)CC2=O)cc1	6%
COC(=O)C/C(N)=C(\C#N)C(=O)OC	11%
CCOc1ccccc1N(C)C(=O)C1CCCN(c2ncnc3c2nc2n3CCCCC2)C1 (stereo not given)	-13%
Cc1ccc(C(=O)NC(c2ccc(Cl)cc2)C2CC2)cc1 (stereo not given)	21%
O=C(NCCNc1ncccn1)NCCNc1ncccn1	-14%
Cc1ccc(C)c(CN2CCC(CNC(=O)c3c(C)oc4ncnc(N5CCOCC5)c34)CC2)c1	u

A stretch from further up, for reference:
SMILES	KDM5B inh
COC(=O)C/C(N)=C(\C#N)C(=O)OC	11%
CCOc1ccccc1N(C)C(=O)C1CCCN(c2ncnc3c2nc2n3CCCCC2)C1 (stereo not given)	-13%
Cc1ccc(C(=O)NC(c2ccc(Cl)cc2)C2CC2)cc1 (stereo not given)	21%
O=C(NCCNc1ncccn1)NCCNc1ncccn1	-14%
Cc1ccc(C)c(CN2CCC(CNC(=O)c3c(C)oc4ncnc(N5CCOCC5)c34)CC2)c1	u
